CHRM1 antagonist – human CHRM1 antagonism; P11229; CHO-K1 hM1, Fluo-8 calcium fluorescence, ACh EC80 antagonist; inhibition, % at 3 µM; hit rate 1.3% among 360,000;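 active means percent inhibition above its own plate's cutoff, namely the mean of that plate's compound wells plus 3 SD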;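 further: peak over basal fluorescence ratio during 140 s after agonist addition; 0% = ACh EC80 plus DMSO and 100% = DMSO alone without agonist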
Target sequence (P11229 whole entry, looked up): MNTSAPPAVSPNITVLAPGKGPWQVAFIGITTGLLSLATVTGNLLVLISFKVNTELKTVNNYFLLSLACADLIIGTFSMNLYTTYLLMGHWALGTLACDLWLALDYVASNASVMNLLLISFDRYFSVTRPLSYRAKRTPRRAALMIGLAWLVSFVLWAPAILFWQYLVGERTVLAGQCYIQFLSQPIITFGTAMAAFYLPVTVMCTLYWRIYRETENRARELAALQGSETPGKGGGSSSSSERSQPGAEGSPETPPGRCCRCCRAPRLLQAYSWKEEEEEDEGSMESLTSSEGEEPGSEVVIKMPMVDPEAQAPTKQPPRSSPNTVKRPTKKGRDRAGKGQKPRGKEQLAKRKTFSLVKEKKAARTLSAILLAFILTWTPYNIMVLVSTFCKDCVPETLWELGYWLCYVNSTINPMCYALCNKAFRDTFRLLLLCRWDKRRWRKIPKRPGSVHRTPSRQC
CHO parental Ca – counter-screen for OX1R antagonists: effect in parental CHO cells; parental CHO-K1, ATP-induced calcium, Fluo-8 fluorescence; inhibition, % at 5.6 µM; hit rate 0.63% among 330,000; AID 463079;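 active means inhibition above that plate's mean sample inhibition plus 3 SD, cut at about 26% in these data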;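 further: 0% = ATP-challenged DMSO wells and 100% = DMSO wells without ATP; some compounds past the cut are filed as inactive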
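Assay system – parental CHO cells · Reagent – ATP stimulus · Detection – intracellular calcium via Fluo-8 no-wash fluorescent dye · Evaluation – percent inhibition of ATP-evoked calcium rise, normalized to controls · Controls – ATP wells versus no-ATP DMSO wells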
CHO-K1 Ca antag – counter-screen for M1 antagonists: effect in parental CHO-K1 cells; AID 602250; hit rate 0.6% among 360,000; inhibition, % at 3 µM; ATP-induced calcium, Fluo-8 fluorescence;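 active means inhibition above a per-plate cutoff, the plate's mean sample inhibition plus 3 SD, cut at about 24% in these data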;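 further: 0% = DMSO plus EC80 ATP and 100% = DMSO alone without ATP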
M1 PAM parental – counter-screen for M1 PAMs: effect in parental CHO-K1 cells. activation, % at 3 µM. hit rate 0.02% among 360,000. AID 602247. ATP EC20, Fluo-8 calcium fluorescence; 0% at ATP EC20, 100% at ATP max;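 active means activation above the run cutoff, the mean activation of all test compounds plus 3 SD, cut at about 40% in these data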;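 further: peak over basal fluorescence ratio in a 140 s read after ATP addition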
CHRM1 agonist – agonists of human M1 muscarinic receptor; AID 588814; P11229; hit rate 0.33% among 360,000; activation, % at 3 µM; CHO-K1 hM1, Fluo-8 calcium fluorescence, agonist mode; 0% DMSO, 100% acetylcholine EC100;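 active means activation above the run's mean compound activation plus 3 SD, cut at about 16% in these data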;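 further: peak over basal fluorescence ratio within a 140 s kinetic read after compound addition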
M1 ag parental – counter-screen for M1 agonists: effect in parental CHO-K1 cells; hit rate 0.48% among 360,000; AID 602248; activation, % at 3 µM; Fluo-8 calcium fluorescence; scaled to maximal ATP response, vehicle zero; in the data active means activation above about 15%;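 further: untransfected CHO-K1 host cells lacking M1 receptor as counterscreen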
TAAR1 antag – human TAAR1 antagonism; hit rate 1.5% among 360,000; CHO RD-HGA16 TAAR1, Fluo-8 calcium fluorescence, antagonist; inhibition, % at 3 µM; Q96RJ0; AID 624466;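 active means inhibition above a per-plate cutoff, the mean inhibition of test compounds on that plate plus 3 SD, cut at about 49% in these data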;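 further: 0% = DMSO plus EC80 beta-PEA response and 100% = DMSO alone without agonist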
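Test system: CHO RD-HGA16 cells bearing hTAAR1 | Reagent: β-PEA, EC80 | Compound dosing: 3 µM, single point | Schedule: Dye loading 75 min at 37 °C, then 30 min room temperature | Signal: Calcium fluorescence with Fluo-8 | Evaluation: Percent inhibition of PEA-evoked calcium signal, max/basal emission ratio | Control set: DMSO-only wells and EC80 β-PEA-stimulated wells | Repeats: Singlicate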
OXTR potentiator – potentiates the human oxytocin receptor response | P30559 | AID 2445 | CHO-OTR cells, Fluo-8 calcium fluorescence, potentiator mode; 0% = oxytocin EC15, 100% = EC100 | activation, % at 3 µM | hit rate 0.061% among 320,000;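 active means activation above that plate's cutoff, the mean activation of tested compounds plus 3 SD, cut at about 6.6% in these data, passing the limit was not always enough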;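 further: 100% uses oxytocin at 75 nM as the full agonist control; some results filed as inactive read as strong as hits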
Target sequence (P30559 whole entry, looked up): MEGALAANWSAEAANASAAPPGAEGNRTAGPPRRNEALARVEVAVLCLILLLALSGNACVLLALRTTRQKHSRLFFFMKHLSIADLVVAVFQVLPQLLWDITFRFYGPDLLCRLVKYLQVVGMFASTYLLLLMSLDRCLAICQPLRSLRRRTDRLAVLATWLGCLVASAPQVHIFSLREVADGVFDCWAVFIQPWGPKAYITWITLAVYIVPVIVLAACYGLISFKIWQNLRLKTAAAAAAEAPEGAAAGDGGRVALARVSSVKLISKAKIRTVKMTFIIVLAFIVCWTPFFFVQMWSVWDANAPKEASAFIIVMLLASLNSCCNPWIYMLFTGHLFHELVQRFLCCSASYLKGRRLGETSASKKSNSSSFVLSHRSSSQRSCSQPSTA
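Measured by – Fluo-8 calcium dye fluorescence · Test system – human OTR in CHO cells · Dosing – one concentration, 3.0 µM compound · Controls – EC15 oxytocin alone as 0%, 75 nM oxytocin as 100% · Evaluation – normalized max/min fluorescence ratio, % activation · Timing – 6 min pre-incubation, 100 s read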
TAAR1 agonist – human TAAR1 agonism; CHO RD-HGA16 TAAR1, Fluo-8 calcium fluorescence; vehicle wells 0%, saturating PEA agonist 100%; Q96RJ0; hit rate 0.99% among 360,000; activation, % at 3 µM;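 active means activation above the mean activation of all test compounds in the run plus 3 SD, cut at about 38% in these data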
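Benchmarks: low control DMSO, high control PEA (EC100); System: CHO RD-HGA16 cells carrying human TAAR1 plus Gα16; Detection: Fluo-8 fluorescence, 5 s baseline then 140 s kinetic read; Schedule: 17-24 h plating, Fluo-8 75 min 37 °C, 30 min RT; Read-out basis: % activation from peak over basal fluorescence ratio, DMSO-to-PEA scaled.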
* hit, by the source's call; nt = not tested or not shown.

compound	CHRM1 antagonist	CHO parental Ca	CHO-K1 Ca antag	M1 PAM parental	CHRM1 agonist	M1 ag parental	TAAR1 antag	OXTR potentiator	TAAR1 agonist
CC(=O)N1c2ccc(S(=O)(=O)N(C)CC(=O)NC3CCCCC3C)cc2CC1C (stereo not given)	-9	-9	-6	-7	-2	2.5	nt	-9	nt
CCOC(=O)Cc1csc(NC(=O)c2ccc(Br)o2)n1	-8	-20	0	7	-1	1.8	-1	-14	2
O=C(NCCSc1c[nH]c2ccccc12)c1c(F)cccc1F	-8	-5	0	13	0	4.1	29	-6	3
CN1C(C(=O)Nc2ncccn2)=C(O)c2ccccc2S1(=O)=O	-15	nt	-11	17	-5	-0.2	1	nt	0
CC(C)C(NC(=O)OC(C)(C)C)C(=O)N1CCCC1C(=O)NC(Cc1ccccc1)C(N)=O (stereo not given)	3	-10	4	-7	-2	-0.1	6	-2	7
Cc1cccc(C)c1NC(=O)CN(C)CC(=O)Nc1sc2c(c1C(N)=O)CCC2	0	-12	3	0	-6	0.5	9	0	3
O=C(c1cc([N+](=O)[O-])[nH]n1)N1CCSCC1	10	0	2	6	2	4.3	-45	-5	1
COC(=O)C1(C)NC(c2cccs2)C2C(=O)N(c3ccc(F)cc3)C(=O)C21 (stereo not given)	0	-6	1	-4	-2	0.0	-9	-5	3
Cc1ccc(-c2ccc(CCC(=O)O)n2-c2ccc(C(=O)O)cc2)cc1	-16	nt	-8	-1	-2	0.3	-15	nt	1
Cc1cccn2c(=O)c3cc(C(=O)NC4CCCC4)c(=N)n(Cc4ccc(F)cc4)c3nc12	-6	-26	-18	26	2	0.1	-13	-4	-2
Cc1c(NS(=O)(=O)c2ccc3c(c2)NC(=O)CC(=O)N3)cccc1[N+](=O)[O-]	14	13	-3	2	-1	0.0	-7	-13	6
CCN1C(=O)C(NC(C)=O)c2cc(OC)ccc21 (stereo not given)	-8	-17	-1	-6	-2	0.4	-19	2	3
CCC1CCC(N2CCN(c3ccc(F)cc3)CC2)CC1 (stereo not given)	-2	nt	-4	5	-9	0.6	3	nt	12
CCOc1ccc(-c2nc(S(=O)(=O)c3ccccc3)c(NC)o2)cc1	-2	-1	-8	4	0	0.3	-8	0	-1
CC1=C(C)CC(C(=O)Nc2ccc(C(=O)N3CCOCC3)cc2)C(C(=O)O)C1 (stereo not given)	15	-3	12	6	-7	4.0	12	-13	2
Cc1cc2oc(=O)ccc2cc1[N+](=O)[O-]	1	-8	-8	9	-3	0.3	0	-3	11
O=C(COC(=O)CCC(=O)c1cccs1)Nc1ccc(F)c(F)c1F	-2	-15	-11	11	-2	1.6	-5	-7	2
Cn1c(C(C#N)C(=O)c2ccco2)nc2ccccc21 (stereo not given)	-12	0	-12	16	-4	1.3	-3	-12	9
CC(C)(C)c1ccc(C(O)c2ncc(-c3ccccc3Cl)[nH]2)cc1 (stereo not given)	-16	nt	-4	8	-3	0.3	28	nt	1
CCC(C)[C@H](N)c1cn([C@@H](Cc2cc3ccccc3[nH]2)C(=O)N2CCNCC2)nn1 (stereo not given in full)	-5	-15	-11	12	-8	0.2	-10	-7	17
CC1(C)Cc2c(sc3c2c(=N)n(Cc2ccco2)c(=O)n3CC(=O)Nc2cccc(Cl)c2)CO1	-8	-21	-10	21	-4	0.1	-14	-9	9
C/C=C(/C)C(=O)Nc1cccc(C2=NOC3(C2)C[C@@H](C(N)=O)N(C(=O)/C=C/CC)C3)c1 (stereo not given in full)	-8	-11	-14	22	-4	0.9	1	-2	2
CC1(C)CC(NC(=O)c2cccc(S(=O)(=O)N(Cc3ccccc3)c3ccccc3)c2)CC(C)(C)N1	-7	-6	-5	8	-8	1.3	-13	-5	0
Cc1cc(C2(c3ccc(O)c(C)c3)C(=O)Nc3ccccc32)ccc1O	-15	43*	-16	10	-2	0.2	25	-14	23
CC1=C(C(=O)N2CCCCC2)C2(CCC(C)CC2)OC1=O (stereo not given)	13	-10	6	13	-4	5.1	5	-1	-2
CC1Oc2ccccc2C=C1/C=N/Nc1ccc(C(=O)O)cc1 (stereo not given)	-15	10	-8	8	1	0.3	4	-5	19
Cc1ccc(-n2ncc3c2CCCC3NC(=O)c2ocnc2C)cc1C (stereo not given)	8	27	12	-10	3	12	11	-17	1
Cn1c2ccccc2c2cc(C(=O)NNS(=O)(=O)c3ccc(F)cc3)sc21	-1	-14	-5	-5	-2	1.0	6	-24	11
CCOc1ccccc1NC(=O)CSc1nc2ccccc2c(=O)n1CC1CCCO1 (stereo not given)	-4	-8	-17	15	-7	1.7	3	1	0
CC(C)CCNc1cc(=O)n(C)c(=O)n1C	-1	-5	-6	12	-3	0.0	3	-2	-1
CCN1C(=O)/C(=C\c2ccco2)C(C(=O)OC)=C1C	-11	-5	-5	17	-4	0.5	0	5	2
COc1cccc(C(C(=O)NC(C)(C)C)N(CC(C)C)C(=O)CCC(=O)Nc2cc(C)on2)c1OC (stereo not given)	-3	-35	-9	20	-6	-0.5	-6	2	8
CC(C)(C)NC(=O)COc1ccccc1C#N	3	-8	-12	13	-2	7.5	-12	-6	6
Cc1cc(C(F)F)n2nc(C(=O)Nc3sc4c(c3C#N)CCC4)nc2n1	-8	-6	-5	30	-1	-0.2	2	1	-1
O=C(O)c1ccc(-c2ccc(/C=C3\NC(=O)N(Cc4ccc(Cl)cc4)C3=O)o2)cc1Cl	23	nt	13	4	-2	-0.5	-4	nt	4
CCN(CC)S(=O)(=O)c1ccc(N2CCCC2)c(NC(=O)c2nn(C)c(=O)c3ccccc23)c1	0	-28	-9	11	-6	2.4	14	-1	2
O=C1NC(=O)C(CC(=O)N(Cc2cccs2)C2(C(=O)NC3CCCC3)CCCCC2)N1 (stereo not given)	-3	3	-3	11	-8	0.2	-14	-3	-1
COC(=O)c1cc(OC)c(OC)cc1NC(=S)N1CCN(c2ccccn2)CC1	-7	-23	-10	8	-7	0.7	-12	-3	1
Cc1ccc(NC(=O)C2CCCN2C(=O)NCc2ccccc2)cc1 (stereo not given)	-9	-8	-9	9	-8	0.1	14	4	-2
NS(=O)(=O)c1ccc2c(c1)oc(=O)c1cc(S(N)(=O)=O)ccc12	4	-9	3	2	-4	-0.4	14	-12	0
CCN(CC)c1ccc2cc(C(N)=O)c(=O)oc2c1	-43	-3	-17	13	-3	1.9	-2	-5	10
CCOC(=O)N1CCN(CC(=O)N2c3ccccc3Sc3ccccc32)CC1	-4	-17	-7	4	9	5.4	-1	-12	32
c1ccc(Nc2ccc3c4c(cccc24)CC3)cc1	52*	6	40*	8	43*	40*	38	-3	23
Cc1c(CC(=O)N2CCC(C(N)=O)CC2)c(=O)oc2cc3c(cc12)CCC1(CCCCC1)O3	-5	-17	-3	10	-9	4.3	27	-9	5
COCCN1C[C@@H](CO)O[C@@H](n2cnc3c(N4CCN(c5ccccc5)CC4)ncnc32)C1	-7	nt	-9	12	-1	1.6	-29	nt	1
CCCNc1[nH]c(=O)n(C)c(=O)c1N=O	-24	-3	1	6	-2	0.1	6	2	7
CC(C)(C)n1nc2c(c1NC(=O)c1ccc(S(=O)(=O)N3CCCCC3)cc1)CS(=O)C2 (stereo not given)	23	3	-4	0	-2	0.0	-6	-2	2
Cc1cc(CCN2CCC(=O)NC2=S)ccc1OC(C)C	-2	-10	-10	16	-3	0.8	4	-4	5
CN1CCN(S(=O)(=O)c2cccc(C(=O)Nc3cccc(S(N)(=O)=O)c3)c2)CC1	-11	-3	-15	3	-1	0.2	0	-10	1
O=C(COC(=O)CCC(=O)c1cccs1)NCc1ccc(Cl)cc1	-12	-14	-3	21	-1	-0.4	-2	-14	-2

Further results follow.
compound	CHRM1 antagonist	CHO parental Ca	CHO-K1 Ca antag	M1 PAM parental	CHRM1 agonist	M1 ag parental	TAAR1 antag	OXTR potentiator	TAAR1 agonist
O=C(Nc1nnc(Cc2ccc(Cl)cc2)s1)c1ccco1	2	-2	-9	8	-4	1.5	5	-8	4
C[C@@H]1CN([C@H](C)CO)C(=O)c2cc(C#Cc3ccccc3F)cnc2O[C@@H]1CN(C)S(=O)(=O)c1ccccc1F	9	nt	25*	-11	-3	-0.3	-7	nt	0
Cc1ccc(S(=O)(=O)Nc2cc(Cl)c(O)cc2C)cc1	10	4	-2	11	2	4.1	13	-19	14
Cc1ccc(S(=O)(=O)N(CC(=O)NC2CC3CCC2C3)c2ccccc2)cc1 (stereo not given)	-1	nt	-5	12	-6	0.1	-1	nt	-2
CCOc1ccccc1Oc1c(C)oc2c(CN3CCN(CCO)CC3)c(O)ccc2c1=O	-7	-6	3	-6	2	-0.2	-5	-23	7
CNC(=O)C1CC(=O)N(CCc2ccccc2)C(=Nc2ccc(OC)cc2)S1 (stereo not given)	-11	-9	5	16	-7	2.3	-10	-12	9
Cc1ccc(C(=O)CN2C(=O)NC3(CCc4ccccc43)C2=O)s1 (stereo not given)	2	-14	-29	-3	-2	1.2	-10	-5	22
COc1ccc(CNC(=O)c2ccc(-c3cccnc3)c3ccoc23)cc1OC	-5	nt	-15	14	6	8.0	-31	nt	19
COc1ccc(OC)c(-n2c(=S)[nH]c3cc(C(=O)N4CCC(C(N)=O)CC4)ccc3c2=O)c1	-3	-6	-11	-9	-2	0.3	-13	-8	4
CCCC1NC(=O)c2cc3ccccc3cc2-n2c1nc1ccc(F)cc1c2=O (stereo not given)	-11	nt	-5	1	-4	0.3	15	nt	4
Cc1cccc(NCC(=O)N/N=C/c2cccc(Br)c2)c1	-6	-2	-16	17	-4	0.6	-18	3	1

Single entries from the results shown:
In CHRM1 antagonist, CCN(CC)c1ccc2cc(C(N)=O)c(=O)oc2c1 is listed with -43
In CHRM1 agonist, CNC(=O)C1CC(=O)N(CCc2ccccc2)C(=Nc2ccc(OC)cc2)S1 (stereo not given) is listed with -7

Screening results deposited in PubChem by The Scripps Research Institute Molecular Screening Center.
